# SIRT5 inh: inhibitors of human sirtuin-5 desuccinylase; Purified SirT5, succinyl-peptide AMC, trypsin-coupled fluorescence; Q9NXA8; 1.1% of 330,000 active; inhibition, % at 15 µM; in the data active = inhibition above about 15%; inconclusive = no clear call, values can overlap the other calls
# miR122 inh: inhibitors of miR-122 in Huh7 cells; Huh7 miR-122 Renilla luciferase sensor, 48 h; neutral wells = 0, positive control = 100; activation (reporter increase), % at 12.5 µM; 0.3% of 340,000 active; AID 602342;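 active = mean replicate activation score at least 90 and every replicate individually at or above 90; inconclusive = only one of the two criteria met; inactive = neither criterion met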;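 note: higher luciferase means less miR-122 activity so hits act as miR-122 inhibitors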
# Casp6 inh: inhibitors of human caspase-6 | AID 686996 | P55212 | 0.53% of 350,000 active | inhibition, % at 12.5 µM | purified caspase-6, Z-VEID-R110 cleavage fluorescence;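 active = mean inhibition across replicates at least about 35%, with every replicate also reaching that limit, limit read from the data; inconclusive = only one of the two criteria met; inactive = neither criterion met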;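 note: 0% = median of neutral control wells and 100% = no fluorescence left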
# ERAP1 HTS inh: blocks human ERAP1 aminopeptidase activity | recombinant ERAP1, Leu-AMC fluorescence, 60 min | inhibition, % at 10.7 µM | 0.15% of 340,000 active | AID 652197;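 active = mean replicate inhibition of at least 30%, or all replicates individually reaching that 30% level; inactive = mean below 30% and not every replicate reaching it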;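 note: 0% = neutral control wells and 100% = L-leucinethiol positive control wells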
# Target sequence (Q9NZ08 whole entry, looked up): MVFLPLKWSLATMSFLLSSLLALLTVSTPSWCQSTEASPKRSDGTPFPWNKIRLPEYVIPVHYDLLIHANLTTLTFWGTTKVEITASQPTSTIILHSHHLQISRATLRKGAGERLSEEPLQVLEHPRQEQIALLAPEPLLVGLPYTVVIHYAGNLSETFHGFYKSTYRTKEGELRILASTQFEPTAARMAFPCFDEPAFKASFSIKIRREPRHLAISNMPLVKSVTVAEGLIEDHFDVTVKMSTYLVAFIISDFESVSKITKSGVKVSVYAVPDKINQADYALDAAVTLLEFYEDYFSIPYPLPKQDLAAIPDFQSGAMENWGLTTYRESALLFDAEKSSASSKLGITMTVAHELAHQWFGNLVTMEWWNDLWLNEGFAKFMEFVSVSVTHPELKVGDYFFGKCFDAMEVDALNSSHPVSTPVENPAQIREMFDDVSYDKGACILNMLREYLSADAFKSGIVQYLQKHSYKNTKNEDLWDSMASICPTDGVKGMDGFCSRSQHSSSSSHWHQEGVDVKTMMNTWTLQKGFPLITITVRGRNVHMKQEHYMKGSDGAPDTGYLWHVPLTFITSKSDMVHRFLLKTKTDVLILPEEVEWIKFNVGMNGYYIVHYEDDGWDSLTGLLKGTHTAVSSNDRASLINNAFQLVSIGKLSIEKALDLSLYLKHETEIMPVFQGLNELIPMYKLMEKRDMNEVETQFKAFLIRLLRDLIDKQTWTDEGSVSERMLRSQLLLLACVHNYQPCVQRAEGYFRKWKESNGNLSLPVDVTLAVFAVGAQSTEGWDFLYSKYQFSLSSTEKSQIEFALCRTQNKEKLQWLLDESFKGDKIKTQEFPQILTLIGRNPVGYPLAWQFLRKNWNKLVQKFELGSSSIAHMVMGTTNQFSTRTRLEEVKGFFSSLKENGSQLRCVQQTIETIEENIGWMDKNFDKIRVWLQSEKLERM
# F508del corr: CFTR F508del correction in bronchial cells; CFBE cells, YFP halide quenching; stimulated with forskolin plus potentiator P3; % fluorescence drop versus neutral controls; activity (quench increase), % at 7.58 µM; 0.36% of 350,000 active; AID 720511;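 active = mean added fluorescence quench of at least 8% versus neutral control, with both replicates also reaching 8%; inconclusive = only one of the mean or replicate conditions met; inactive = mean below 8% and not both replicates reaching 8%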;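 note: cells transiently co-express mutant CFTR-F508del with the halide-sensitive YFP; corrector assay measuring rescue of mutant channel to the surface after 24 h compound exposure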
# DENV2 CPE: protects cells from dengue virus 2 cytopathic effect; DENV2-infected cells, cytopathic effect rescue, plate reader; CPE inhibition, % at 9.99 µM; 1.7% of 350,000 active; AID 651640; in the data active = CPE inhibition above about 20%, passing the limit was not always enough; inconclusive = no clear call, values can overlap the other calls; tested in BHK-21 cells;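 note: 0% = median of neutral control wells and 100% = median of positive control wells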
# ERp5 inh: ERp5 (human) disulfide isomerase inhibition | 0.05% of 350,000 active | inhibition, % at 9.99 µM | Q15084 | ERp5 insulin aggregation, absorbance 650 nm, 90 min | AID 651711;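 active = mean replicate inhibition above about 25%, with every replicate also reaching it, limit read from the data, passing the limit was not always enough; inconclusive = only one of those two criteria met; inactive = neither criterion met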
# * hit, by the source's call; ? = inconclusive; . = no result given; & = joins results of further samples; [ ] = another dose, or the depositor's remark.
1: C[C@@H](NC(=O)C[C@H]1C=C[C@H](NC(=O)C2CC2)[C@@H](CO)O1)c1ccccc1
2: COc1ccc2c3c([nH]c2c1)[C@H](CO)N(C(=O)CN1CCOCC1)CC31CCN(CC2CCCC2)CC1
3: FC(F)(F)c1ccc(C2[C@H]3CN(Cc4ccc(-c5ccccc5)cc4)[C@H](c4ccccc4)C34CC2(c2cccnc2)C4)cc1 (stereo not given in full)
4: Cc1ccc(Nc2ccccc2N)cc1
5: CCN(C(=O)C1CCCN(c2ncnc3c2nc2n3CCCCC2)C1)c1cccc(Cl)c1 (stereo not given)

assay / compound	1	2	3	4	5
SIRT5 inh	17*	-5	.	11	0
miR122 inh	.	.	.	-4	-3
Casp6 inh	-2	2	-1	-3	1
ERAP1 HTS inh	-1	2	-4	1	-2
F508del corr	-1.4	-0.2	0.4	-1.6	-0.2
DENV2 CPE	2	2	3	-6	0
ERp5 inh	9	-3	8	-3	3

# 2 compounds drawn at random from those above, as already listed:
2: COc1ccc2c3c([nH]c2c1)[C@H](CO)N(C(=O)CN1CCOCC1)CC31CCN(CC2CCCC2)CC1
4: Cc1ccc(Nc2ccccc2N)cc1

assay / compound	2	4
SIRT5 inh	-5	11
miR122 inh	.	-4
Casp6 inh	2	-3
ERAP1 HTS inh	2	1
F508del corr	-0.2	-1.6
DENV2 CPE	2	-6
ERp5 inh	-3	-3

# (cont.)
6: O=C(NC(c1ccccc1)c1cnccn1)C1CCN(CCCOc2ccccc2)CC1 (stereo not given)
7: Cn1c(C(=O)N[C@@H](Cc2ccccc2)C(=O)O)cc2cc(Cl)ccc21
8: N#CCCN(C(=O)COC(=O)CNC(=O)c1ccc(-c2ccccc2)cc1)c1ccc(F)cc1
9: CCOC(=O)C(NC(=O)c1ccc(OC)cc1)(OCC1(CC)COC1)C(F)(F)F (stereo not given)
10: CCOC(=O)Cn1c2[n+](c3ccccc31)CC(O)CS2 (stereo not given)

assay / compound	6	7	8	9	10
SIRT5 inh	-3	-3	-1	3	0
miR122 inh	-6	-8	.	.	-12
Casp6 inh	-1	10	2	-1	-4
ERAP1 HTS inh	-6	3	1	-1	78*
F508del corr	3.5	-2.3	-0.8	.	2.7
DENV2 CPE	-4	6	-3	.	2
ERp5 inh	0	-1	0	0	-1

11: CCOC(=O)c1c(NC(=O)COC(=O)c2nc(Cl)ccc2Cl)sc(C(=O)NC)c1C
12: CCCN(CC(=O)Nc1cc(Cl)ccc1Cl)C(=O)c1ccccc1SCC(=O)N1CCCC1
13: CCOc1ccc(C(=O)CCC(=O)N(CC)CC(=O)NCc2cccs2)cc1
14: CC(C)c1cccc(C(C)C)c1NC(=O)COc1nncc2ccccc12
15: CCOc1ccc(C(C)=O)cc1Cc1c(O)nc(N)[nH]c1=O

assay / compound	11	12	13	14	15
SIRT5 inh	-4	2	-1	-1	-9
miR122 inh	-5	.	.	.	.
Casp6 inh	4	-85	1	0	0
ERAP1 HTS inh	-6	1	-6	-3	2
F508del corr	-0.2	-1.1	-0.8	2.3	-0.9
DENV2 CPE	0	-1	-2	.	7
ERp5 inh	-3	-4	2	4	-6

16: C[C@H]1CN([C@@H](C)CO)C(=O)c2ccccc2-c2ccccc2CO[C@@H]1CN(C)C(=O)Nc1ccc(-c2ccccc2)cc1
17: C[C@@H]1CN([C@H](C)CO)C(=O)Cc2cc(NC(=O)NC3CCCCC3)ccc2O[C@H]1CN(C)S(C)(=O)=O
18: COc1cccc2cc(C(=O)NCCc3c[nH]c4ccccc34)c(=O)oc12
19: CCOC(=O)c1ccc(N=C2SC(C(=O)NCCc3ccccc3)CC(=O)N2C)cc1 (stereo not given)
20: COc1cc(CN2C[C@@H]3N[C@H](C2)C3c2ccc(-c3ccncc3)cc2)cc(OC)c1 (stereo not given in full)

assay / compound	16	17	18	19	20
SIRT5 inh	0	-3&3	-3	1	-3&-2
miR122 inh	.	1&0[16.7 µM]	-18	5	.
Casp6 inh	0	0&-2	2	6	-6&-9
ERAP1 HTS inh	1	1&1	4	-4	1&0
F508del corr	-5.5	3.1&0.5	-0.3	-0.1	-2.6&3.1
DENV2 CPE	-4	-5&2	.	-2	-4&-7
ERp5 inh	-1	1&-5	-8	8	12&15

21: CC(C)[C@H](NC(=O)c1ccccc1Cl)C(=O)Nc1ccc(S(=O)(=O)Nc2nccs2)cc1
22: CC(C)NC(=O)Nc1ccc2c(c1)CC(=O)N([C@H](C)CO)C[C@H](C)[C@H](CN(C)C(=O)Nc1ccc(C(F)(F)F)cc1)O2
23: Cc1cccc(NC(=O)COC(=O)c2c(-c3ccccc3)noc2C)c1
24: CC(=O)N(C)C[C@H]1Oc2ncc(C#C[C@@H](C)O)cc2C(=O)N([C@H](C)CO)C[C@H]1C
25: O=C(CNC(=O)C1CC(=O)N(c2cccc3ccccc23)C1)Nc1ccccc1Br (stereo not given)

assay / compound	21	22	23	24	25
SIRT5 inh	-3	0	.	5	-5
miR122 inh	3	7[16.7 µM]	1	-9[16.7 µM]	1
Casp6 inh	0	1	6	-1	4
ERAP1 HTS inh	-9	3	3	-4	0
F508del corr	-0.5	-1.2	-3.3	1.3	2.8
DENV2 CPE	-4	-5	-11	-8	2
ERp5 inh	0	1	-13	1	-1

26: COc1ccc(Oc2nc3ccccc3n(C)c2=O)cc1
27: CCC1NC(=O)c2cc(S(N)(=O)=O)c(Cl)cc2N1 (stereo not given)
28: O=C(C[C@@H]1C[C@@H]2c3cc(NS(=O)(=O)c4ccc(F)cc4)ccc3O[C@@H]2[C@@H](CO)O1)NCc1ccc(Oc2ccccc2)cc1
29: COc1ccc(-n2cc(CN(C)C3CCOCC3)c(-c3cccc(F)c3)n2)cc1
30: O=C(Nc1ccccc1Cl)c1cc(C2CCCCN2S(=O)(=O)c2ccc(F)cc2F)on1 (stereo not given)

assay / compound	26	27	28	29	30
SIRT5 inh	-1	8	11	-7	.
miR122 inh	4	4	20[16.7 µM]	.	-5
Casp6 inh	0	2	1	0	-2
ERAP1 HTS inh	-5	-4	0	6	0
F508del corr	.	3.3	1.2	0.0	1.6
DENV2 CPE	.	3	10	-3	7
ERp5 inh	1	-5	-8	-7	21

31: CO[C@H]1CN(C)C(=O)c2cc(NS(=O)(=O)c3ccc(F)cc3)ccc2OC[C@H](C)NC[C@H]1C
32: CCCCCC(=O)N1C[C@H](O)[C@@H](n2cc(COC(=O)c3ccccc3)nn2)C[C@@H]1c1ccc(OC)cc1
33: CO[C@H]1CN(C)C(=O)c2cc(NC(C)=O)ccc2OC[C@@H](C)N(C(=O)CN2CCOCC2)C[C@@H]1C
34: CN(Cc1ccc(F)cc1Cl)S(=O)(=O)c1cccs1
35: O=[N+]([O-])c1cccc(S(=O)(=O)Nc2ccc3cn[nH]c3c2)c1

assay / compound	31	32	33	34	35
SIRT5 inh	-4	-3	0	3	2
miR122 inh	12[16.7 µM]	-3	-10[16.7 µM]	-6	.
Casp6 inh	3	6	0	2	0
ERAP1 HTS inh	-2	3	-1	4	-4
F508del corr	-0.9	-1.2	2.7	-0.4	0.1
DENV2 CPE	1	-9	-8	2	5
ERp5 inh	6	2	6	2	3

36: O=C(NN=C1CCCC1)c1ccccc1[N+](=O)[O-]
37: COC(C[C@H]1O[C@H]1[C@@H](O)COCc1ccccc1)OC
38: Cc1cc(C(=O)Nc2cccc3c2O[C@@H](CN(C)C(=O)Nc2ccc4c(c2)OCO4)[C@@H](C)CN([C@H](C)CO)C3=O)n(C)n1
39: C[C@H](CO)N1C[C@H](C)[C@@H](CN(C)S(=O)(=O)c2ccccc2)Oc2ccc(NC(=O)CCCCCC(=O)Nc3ccccc3N)cc2CC1=O
40: COc1ccc(N2CCN(C(=O)CCCn3nnnc3CN3CCOCC3)C(C)C2)cc1 (stereo not given)

assay / compound	36	37	38	39	40
SIRT5 inh	4	-3	7	0	-12
miR122 inh	-3	28	-2[16.7 µM]	-10[16.7 µM]	.
Casp6 inh	1	-1	-3	0	0
ERAP1 HTS inh	1	5	0	0	3
F508del corr	-5.2	0.7	-0.6	-0.7	1.5
DENV2 CPE	2	2	3	-6	-6
ERp5 inh	-5	-1	0	4	0

41: CN(C)C(CNC(=O)c1ccc(Cl)c(S(=O)(=O)N2CCCCCC2)c1)c1ccccc1 (stereo not given)
42: CC(C)c1nc(SCC(=O)N2CCCC2)c2c(=O)n(C)c(=O)n(C)c2n1
43: C[C@H](O)C#Cc1ccc2c(c1)O[C@H](CN(C)Cc1cncnc1)[C@H](C)CN([C@H](C)CO)S2(=O)=O
44: CC(=O)c1cccc(NC(=O)NC2CCCCCCC2)c1
45: CN(C)S(=O)(=O)c1cccc(NC(=O)/C=C/c2ccccc2[N+](=O)[O-])c1

assay / compound	41	42	43	44	45
SIRT5 inh	5	-1	-12	0	-1
miR122 inh	-12	4	3[16.7 µM]	62	.
Casp6 inh	-2	0	2	3	1
ERAP1 HTS inh	-1	7	-4	0	1
F508del corr	0.4	0.1	0.5	-3.2	5.8
DENV2 CPE	-4	-2	1	-2	0
ERp5 inh	4	1	14	-3	1

# Along the list, quoted from above:
# Entries 42–45 in F508del corr: 0.1, 0.5, -3.2, 5.8
# Entries 42–45 in ERAP1 HTS inh: 7, -4, 0, 1

# More results.
46: C=CCc1c(Cl)nc(C)nc1NCc1ccccc1
47: C[C@H]1CN([C@@H](C)CO)C(=O)c2cc(-c3ccc(C#N)cc3)cnc2O[C@@H]1CN(C)Cc1cncnc1
48: COc1cc(/C=N/NC(=O)c2cccnc2)ccc1OC(=O)c1ccc([N+](=O)[O-])cc1
49: COC(=O)[C@@H]1CCCN1C(=O)[C@@H](NC(=O)OC(C)(C)C)C(C)C
50: Cc1csc2ncc(C(=O)Nc3ccon3)c(=O)n12

assay / compound	46	47	48	49	50
SIRT5 inh	-2	-10	3	0	-6
miR122 inh	-7	.	-1	-5	.
Casp6 inh	-1	.	-8	-5	1
ERAP1 HTS inh	-1	.	0	0	11
F508del corr	3.4	-0.4	2.6	1.4	-0.3
DENV2 CPE	0	13	9	?	6
ERp5 inh	2	.	1	2	5

51: CC(Oc1ccc(Br)cc1)C(=O)N1CCC(C(N)=O)CC1 (stereo not given)
52: Clc1ccc(-c2nc(NCCCN3CCOCC3)c3ccccc3n2)cc1
53: O=C(Nc1cccc(C(F)(F)F)c1)c1csc(COCCO)n1
54: CCC(=O)c1cn(CC(=O)Nc2ccc(C)cc2)c2ccccc12
55: Cc1ccc(CNC(=O)Cn2cnc(C(=O)Nc3ccc(C)c(C)c3)n2)o1

assay / compound	51	52	53	54	55
SIRT5 inh	-10	0	.	2	-7
miR122 inh	-5	-6	1	-4	-3
Casp6 inh	3	4	-1	-1	1
ERAP1 HTS inh	-1	0	5	-1	0
F508del corr	1.2	1.8	2.9	-2.2	0.3
DENV2 CPE	-2	-20	24*	-6	-2
ERp5 inh	5	-6	1	-1	2

56: O=C(COC(=O)CNC(=O)c1ccccc1)NC(=O)NC1CCCCC1
57: Cc1cnnn1-c1ccc([N+](=O)[O-])cc1
58: C[C@H]1CN([C@@H](C)CO)C(=O)c2cc(NS(=O)(=O)c3cccs3)ccc2O[C@@H]1CN(C)Cc1ccccc1
59: C[C@H](CO)N1C[C@H](C)[C@@H](CN(C)C(=O)Nc2ccc3c(c2)OCO3)Oc2ccc(NC(=O)Nc3ccc4c(c3)OCO4)cc2CC1=O
60: CC1CCc2nc(NC(=O)c3ccc(N4C(=O)CCC4=O)cc3)sc2C1 (stereo not given)
61: CCOC(=O)c1ccc(NC(=O)C2CCN(S(=O)(=O)c3c(C)nn(C)c3C)CC2)cc1
62: CC(C)NC(=O)N(C)C[C@H]1Oc2ccc(NC(=O)c3ccncc3)cc2C(=O)N([C@H](C)CO)C[C@@H]1C
63: Clc1c(OCCCn2ccnc2)ccc2ccccc12

assay / compound	56	57	58	59	60	61	62	63
SIRT5 inh	23*	4	-1	-2	-1	0	3	-1
miR122 inh	1	-6	-2[16.7 µM]	.	-2	0	-6[16.7 µM]	1
Casp6 inh	0	8	0	3	6	-3	0	-1
ERAP1 HTS inh	-6	-5	1	0	-2	5	-1	3
F508del corr	-0.7	3.3	-0.1	-2.6	0.9	1.7	-2.1&1.4	-2.6
DENV2 CPE	-4	-4	-1	14	6	0	1	-5
ERp5 inh	4	-16	-1	-6	3	-1	0	2

# Screens deposited in PubChem by Broad Institute.
